Compound activity (PubChem)
TDP1 cell CPT – DT40-hTDP1 cell growth loss with CPT. chicken DT40 Tdp1-/-;hTDP1 cells + 20 nM CPT, ATP luminescence, 48 h. Potency, µM (highest dose often 46.2 µM), for the others: at the top dose activity change, negative = growth inhibition, hits mostly inhibitors. 420,000 tested, 12% active; note: nearly all actives have a fitted effect of over 55% in size
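Chicken DT40 Tdp1-/- cells complemented with human TDP1, 400 cells/well, exposed to compounds plus 20 nM camptothecin for at least 48 h at 37 C; viability read as ATP content by CellTiter-Glo luminescence.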
FEN1 inhibitor – inhibitors of human flap endonuclease 1. P39748. Recombinant FEN1 flap cleavage, fluorescence, 15 min. Potency, µM (doses to about 114 µM), inactives show at the highest dose activity change, negative = inhibition, actives largely listed as inhibitors. 390,000 tested, 0.35% active; note: nearly all actives have a fitted effect of over 65% in size
Target sequence (P39748 whole entry, looked up): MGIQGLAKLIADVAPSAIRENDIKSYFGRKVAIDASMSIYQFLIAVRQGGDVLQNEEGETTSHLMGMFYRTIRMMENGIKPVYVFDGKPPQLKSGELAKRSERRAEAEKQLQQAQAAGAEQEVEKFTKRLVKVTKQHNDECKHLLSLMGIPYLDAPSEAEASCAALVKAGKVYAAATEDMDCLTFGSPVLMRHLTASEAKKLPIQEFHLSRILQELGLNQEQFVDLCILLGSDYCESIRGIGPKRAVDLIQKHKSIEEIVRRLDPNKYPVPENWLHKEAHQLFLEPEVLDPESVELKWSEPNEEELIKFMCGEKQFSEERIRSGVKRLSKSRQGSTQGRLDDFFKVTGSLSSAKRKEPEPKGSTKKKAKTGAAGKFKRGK
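Potency values derive from four-parameter Hill fits of normalized qHTS data. The reaction used 10 nM FEN1 preincubated 15 min at room temperature with compound, then 50 nM DNA substrate, read at 0 and 15 min.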
N370S GC – N370S glucocerebrosidase modulation, Gaucher chaperone candidate | N370S GC spleen homogenate, 4MU-glucoside fluorescence | 330,000 tested, 0.092% active | AID 2101 | Potency, µM (titrated, usually from 59.4 µM), without a hit: at the highest dose activity change, negative = inhibition, most hits filed as inhibitors;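 note: 0% = full enzyme activity and -100% = no enzyme basal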
* marks the source's active call; other numbers are inactive results; u = inconclusive; x = no result given; & = joins results of further samples; [ ] = another dose, or the depositor's remark. Calls come from the whole dose curve; as a rule, active = well fitted curve in the direction sought with a large enough effect; inconclusive = small, poorly fitted or top-dose-only effect, or another doubt; inactive = no such curve, though single readings can be large; an effect the other way counts as inactive or inconclusive. Unless noted, % is set by controls: 0 for no effect and ±100 for the full control effect; potency is the fitted concentration of half-maximal effect.

1) CC1=CC(=O)C2=C(C)C[C@H](OC(=O)Cc3ccccc3)C3[C@H](OC(=O)[C@H]3C)C12 (some centres not stated)
2) Cn1cnc2c1c(=O)n(Cc1cccc(Br)c1)c(=O)n2C
3) O=C(c1ccc2c(c1)N(Cc1cccc(Cl)c1)C(=O)c1ccccc1S2(=O)=O)N1CCN(c2ccccn2)CC1
4) Cc1ccc(NC(=O)OC(C)N2CCCCC2)cc1NC(=O)OC(C)N1CCCCC1 (configuration not stated)
5) CN1C(=O)C(C)(C)c2cc(S(=O)(=O)NCc3ccc(Cl)cc3)ccc21
6) Cc1csc(NC(=O)C2CCCN2C(=O)OCC(C)C)n1 (configuration not stated)
7) CCc1ccc2oc(C(=O)Nc3c(C)n(C)n(-c4ccccc4)c3=O)cc(=O)c2c1
8) Cn1c(Cn2cnc3ccccc32)nnc1SCC(=O)CC(=O)Nc1ccccc1

assay / compound,1,2,3,4,5,6,7,8
TDP1 cell CPT,u,u,u,-9.9%,u,-15.9%,-1.6%,2.4%
FEN1 inhibitor,x,-13.7%,8.7%,10.7%,14.1%,-1.5%,14.7%,5.4%
N370S GC,5.5%,-1.1%,3.2%,x,-8.4%,6.9%,x,-5.2%[2.35 µM]

9) CC(Cc1ccccc1)(NC(=O)CN)c1ccccc1 (configuration not stated)
10) Nc1c(C(=O)Nc2ccccc2)sc2nc3c(c(-c4ccco4)c12)CCC3
11) Cc1cccc(N2CCN(C(=O)C3CCN(S(=O)(=O)c4cccnc4)CC3)CC2)c1C
12) COc1ccc(NC(C)=O)cc1NC(=O)CSc1nc2ncccc2[nH]1
13) O=C(COc1ccccc1)NCc1ccc(-n2cccc2)cc1
14) COc1ccc(-c2ccc(=O)n(CC(=O)Nc3ccc(C(=O)NC4CC4)cc3)n2)cc1OC
15) O=C(c1ccccc1)N1CCN(c2ccccc2F)CC1
16) O=C(CNC(=O)c1cccs1)c1ccc([N+](=O)[O-])cc1

assay / compound,9,10,11,12,13,14,15,16
TDP1 cell CPT,u,8.2µM*,18.4µM*,13µM*,8.5%,-0.2%,-11.4%,-24.0%
FEN1 inhibitor,x,-4.9%,-15.0%,-8.6%,-6.1%,-13.5%,-16.5%,-6.2%
N370S GC,-3.9%,0.8%,15.7%,14.1%,7.1%,4.1%,6.4%,18.3%

17) C/C(CC(=O)Nc1ccc(N(C)C)cc1)=N\NC(=O)c1ccccc1F
18) O=S(=O)(Cc1cc(Cl)nc(-c2ccncc2)n1)c1ccccc1
19) O=C(Cc1ccc(S(=O)(=O)N2CCOCC2)s1)Nc1ccc(S(=O)(=O)N2CCCCC2)cc1
20) NNS(=O)(=O)c1ccc(Sc2ccccn2)c([N+](=O)[O-])c1
21) CCC(CC)c1nnc(NC(=O)[C@@H](NC(=O)c2cccc(C)c2)C(C)C)s1
22) O=C(OCc1ccccc1F)c1ccc2c(c1)OCCO2
23) Cc1cc(C)c(C(=O)c2ccc(C(=O)N3CCCCC3)cc2)c(C)c1
24) COc1cccc2cc(-c3cn4ccc(C)cc4n3)c(=O)oc12

assay / compound,17,18,19,20,21,22,23,24
TDP1 cell CPT,-17.5%,u,18.4µM*,-7.8%,29.4%,-9.3%,-24.7%,-17.5%
FEN1 inhibitor,-5.5%,2.4%,0.6%,-8.1%,-9.2%,-19.6%,-2.7%,-2.1%
N370S GC,0.4%,-4.8%,1.0%,7.1%,u,22.3%,-8.0%,x

25) CCN1C[C@@H]2[C@@H]3C(=O)N(C)C(=O)[C@@H]3[C@](CC)(C1=O)N2C(=O)c1ccccc1
26) O=C(CCc1ccccc1)NC(NC(=S)Nc1ccc(Cl)cc1)C(Cl)(Cl)Cl (configuration not stated)
27) COc1cc(OC)cc(C(=O)Nc2ccc3nc(Nc4cccc(C(F)(F)F)c4)cc(C)c3c2)c1
28) COc1cc(OC)cc(C(=O)Nc2ccccc2-c2nc3ccccc3s2)c1
29) C/C(=N\Nc1nc(-c2ccccn2)nc2ccccc12)c1ccc(F)cc1
30) O=C(Cn1cnc2c(cnn2-c2ccccc2Cl)c1=O)N1CCc2ccccc21
31) COc1ccc(NC(=O)NC23CC4(C)CC(C)(CC(C)(C4)C2)C3)cc1
32) Clc1ccc(-c2ccc(CN3CCCCC3)o2)cc1

assay / compound,25,26,27,28,29,30,31,32
TDP1 cell CPT,-6.3%,8.2µM*,9.2µM*,10.3µM*,2.59µM*,-12.1%,u,1.2%
FEN1 inhibitor,3.3%,-0.6%,-21.1%,-2.7%,-3.5%,11.8%,-6.2%,-6.0%
N370S GC,x,-14.6%,x,x,-21.4%,5.7%,10.5%,-3.3%

Some entries already given, showing only TDP1 cell CPT.
| entry | Compound | TDP1 cell CPT |
| --- | --- | --- |
| 30 | O=C(Cn1cnc2c(cnn2-c2ccccc2Cl)c1=O)N1CCc2ccccc21 | -12.1% |
| 5 | CN1C(=O)C(C)(C)c2cc(S(=O)(=O)NCc3ccc(Cl)cc3)ccc21 | u |
| 22 | O=C(OCc1ccccc1F)c1ccc2c(c1)OCCO2 | -9.3% |
| 18 | O=S(=O)(Cc1cc(Cl)nc(-c2ccncc2)n1)c1ccccc1 | u |

Some of these compounds in order of heavy-atom count, lowest first:
16) O=C(CNC(=O)c1cccs1)c1ccc([N+](=O)[O-])cc1
13) O=C(COc1ccccc1)NCc1ccc(-n2cccc2)cc1
10) Nc1c(C(=O)Nc2ccccc2)sc2nc3c(c(-c4ccco4)c12)CCC3
4) Cc1ccc(NC(=O)OC(C)N2CCCCC2)cc1NC(=O)OC(C)N1CCCCC1 (configuration not stated)

assay / compound,16,13,10,4
TDP1 cell CPT,-24.0%,8.5%,8.2µM*,-9.9%
FEN1 inhibitor,-6.2%,-6.1%,-4.9%,10.7%
N370S GC,18.3%,7.1%,0.8%,x

Other records:
33) Cc1cc(OC(=O)c2ccc(C)c(C)c2)c([N+](=O)[O-])c(=O)[nH]1
34) O=S(=O)(Nc1cccc(C(F)(F)F)c1)c1cccnc1
35) NS(=O)(=O)c1cccc(NS(=O)(=O)c2ccc(/C=C/C(=O)OCC(=O)c3ccccc3)cc2)c1
36) COc1ccccc1NC(=O)N1CCN(c2ccc(F)cc2)CC1
37) COC(=O)C1=C(C)N(CCCC(=O)O)C(=O)NC1c1cccc(OC)c1 (configuration not stated)
38) CCn1c(CCCNC(=O)c2cccs2)nc2ccccc21
39) O=C1CCn2nc(-c3ccc(Cl)cc3)cc2N1
40) COc1ccc(/C=N/n2c(COc3ccccc3)n[nH]c2=S)cc1OC

assay / compound,33,34,35,36,37,38,39,40
TDP1 cell CPT,1.7%,-15.1%,11.6%,-14.0%,-18.8%,u,-17.9%,-4.1%
FEN1 inhibitor,9.0%,2.2%,10.1%,4.1%,-0.1%,1.6%,4.2%,7.0%
N370S GC,-5.3%,9.2%,-2.4%,4.0%,x,5.2%,-6.3%,-0.5%

Next part, starting with the last 4 of the part before.
37) COC(=O)C1=C(C)N(CCCC(=O)O)C(=O)NC1c1cccc(OC)c1 (configuration not stated)
38) CCn1c(CCCNC(=O)c2cccs2)nc2ccccc21
39) O=C1CCn2nc(-c3ccc(Cl)cc3)cc2N1
40) COc1ccc(/C=N/n2c(COc3ccccc3)n[nH]c2=S)cc1OC
41) N#CCC(=O)Nc1ccc(C(=O)OCC(=O)NC(=O)NCc2ccco2)cc1
42) Cc1cccc(Nc2nnc(SCC(=O)Nc3ncc(C(F)(F)F)cc3Cl)s2)c1C
43) Oc1[nH]c2ccccc2c1OCc1ccncc1
44) O=C(NC1CCCC1)C(c1ccncc1)N(Cc1ccccc1)C(=O)Cc1cccs1 (configuration not stated)
45) Cc1ccc(S(=O)(=O)Nc2c(C)ccc3nsnc23)cc1
46) COc1ccc(Cl)cc1N(CC(=O)NC1CC2CCC1C2)S(=O)(=O)c1ccccc1 (configuration not stated)
47) COc1ccc(C(=O)N2CCN(c3ccccc3)CC2)cc1S(=O)(=O)NC1CC1
48) COc1cccc2cc(C(C)N(CCCN3CCOCC3)C(=S)Nc3ccc(C)cc3)oc12 (configuration not stated)

assay / compound,37,38,39,40,41,42,43,44,45,46,47,48
TDP1 cell CPT,-18.8%,u,-17.9%,-4.1%,18.0%,u,-6.6%,0.0%,-24.9%,20.6µM*,-2.9%,11.6%
FEN1 inhibitor,-0.1%,1.6%,4.2%,7.0%,2.8%,-10.6%,-4.1%,-7.0%,-1.9%,u,8.0%,-22.1%
N370S GC,x,5.2%,-6.3%,-0.5%,x,0.6%,-3.1%,-4.9%,1.9%,0.0%,2.4%,-19.6%

49) COc1ccc(C(=O)OCC(=O)c2cc(C)n(CC3CCCO3)c2C)cc1[N+](=O)[O-] (configuration not stated)
50) O=C(O)c1c(F)c(F)cc2ccccc12
51) N#Cc1ccc(OCC(=O)Nc2cc(S(=O)(=O)N3CCOCC3)ccc2N2CCOCC2)cc1
52) COc1ccc(N(C(=O)c2ccncc2)S(=O)(=O)c2ccccc2)cc1
53) Cc1ccc(SCC(=O)N(C)CC(=O)Nc2cccc(F)c2)c(C)c1
54) CCCCCCc1cc2cc(-c3nnc(-c4ccccc4OC)o3)c(=O)oc2cc1O
55) CC(=O)c1ccc(C(=O)N2CCCC(Nc3ccccc3)C2)s1 (configuration not stated)
56) CC(=O)Cc1nsc(NC(=O)c2cccs2)n1

assay / compound,49,50,51,52,53,54,55,56
TDP1 cell CPT,u,-0.6%,8.8%,-11.2%,-22.2%,u,-8.3%,u
FEN1 inhibitor,-18.5%,12.7%,-0.3%,5.3%,-8.2%,44.7µM*,-1.3%,-2.8%
N370S GC,x,8.5%,2.8%,u,-5.5%,-6.8%,0.9%,-8.3%

57) CN1CCN(NC(=O)/C=C/c2cccc([N+](=O)[O-])c2)CC1
58) CCOC(=O)c1cnc2oc3ccccc3n2c1=O
59) Cc1ccsc1C(C(=O)NCc1ccccc1)N(C(=O)c1csnn1)c1ccccc1 (configuration not stated)
60) COC(=O)c1ccc(C(=O)OC)c(NC(=O)c2cc3nc(-c4ccc(C)cc4)cc(C(F)(F)F)n3n2)c1
61) CCOc1cc(N2CCOCC2)c(OCC)cc1NC(=O)CN1CCN(Cc2ccc3c(c2)OCO3)CC1
62) COc1ccc(-c2noc(-c3ccc(NC4CCCC4)c([N+](=O)[O-])c3)n2)cc1
63) Cc1cc2c(cc1S(=O)(=O)Nc1cccc(C)c1C)n(C)c(=O)c(=O)n2C
64) CC1CCN(c2nc3c(c(=O)[nH]c(=O)n3C)n2Cc2ccccc2Cl)CC1

assay / compound,57,58,59,60,61,62,63,64
TDP1 cell CPT,15.8%,0.3%,-13.5%,-3.7%,u,-0.9%,u,u
FEN1 inhibitor,-12.3%,-3.7%,-1.9%,-13.6%,-5.2%,4.1%,-4.9%,-3.9%
N370S GC,-7.2%,-7.4%,-18.0%,x,1.2%,x,-5.4%,11.4%

65) CCc1nnc(NC(=O)CSc2nccn2Cc2ccc(F)cc2)s1
66) COc1cccc(OCc2nn[nH]n2)c1
67) Cc1ccc(S(=O)(=O)NCC(=O)OCc2csc(-c3ccccc3)n2)cc1
68) Cc1cc(C)nc(-n2ncc3c2CC(C)CC3=O)n1 (configuration not stated)
69) Cc1cc(=O)[nH]c(=S)[nH]1
70) Cc1cc(NCc2ccccc2Cl)n2nnnc2n1
71) Cn1c(C(=O)N2CCN(Cc3ccccc3)CC2)cc2c(=O)n(C)c3ccccc3c21
72) COc1ccc(NC(=S)N2CCN(C(c3ccccc3)c3ccccc3)CC2)c(OC)c1

assay / compound,65,66,67,68,69,70,71,72
TDP1 cell CPT,-21.9%,9.9%,u,-7.3%,-1.1%&-5.7%,-7.8%,18.4µM*,14.6µM*
FEN1 inhibitor,-3.5%,2.8%,-7.5%,6.8%,4.7%,6.2%,-22.5%,-7.8%
N370S GC,x,-2.0%,-11.7%,14.5%,7.5%&2.2%&-2.2%,7.0%,-0.2%,-5.0%

73) CCNC(=O)COc1cc(C)c(Br)c(C)c1
74) Cc1nn(C)c(Oc2ccc(Cl)cc2)c1C=O
75) Cc1ccc2c(c1)c1nnc(SCC(=O)Nc3cccc(Cl)c3C)nc1n2CC(=O)O
76) CCC(=O)N(Cc1cc2c(C)cc(C)cc2[nH]c1=O)C1CCCCC1
77) COc1ccc2cc[nH]c2c1

assay / compound,73,74,75,76,77
TDP1 cell CPT,-8.8%,-2.7%,-1.1%,u,-26.5%
FEN1 inhibitor,19.2%,-4.3%,-12.9%,-3.5%,5.0%
N370S GC,-14.2%,6.6%,1.4%,x,1.1%

Some of the compounds tested. The share of hits here may be higher or lower than overall.
